Bioassay records from PubChem BioAssay.
APP 5'UTR act: activates APP 5'UTR luciferase reporter | SH-SY5Y APP 5'UTR luciferase reporter, luminescence; zero percent = DMSO vehicle wells | activation, % at 2 µM | 190,000 tested, 1% active;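 active means activation above a set limit, based on mean plus 3 SD of controls, cut at about 140% in these data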; further: values of inactives mirror those of a sister screen read the other way
DTT redox prof: compounds producing H2O2 with reducing agent – biochemical, NIH compound library profiling, artefact control for MLSCN library redox annotation, primary screen | 200,000 tested, 0.03% active | activation, % at 10 µM | DTT-dependent redox cycling H2O2, phenol red/HRP absorbance; 100% = 100 µM peroxide control, 0% = buffer | AID 878;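 active means activation of at least 50% relative to the plate's high and low controls in the primary single-dose screen; inactive means activation below 50%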;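 further: compound incubated with DTT at 0.8 mM final as the reducing agent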
G6PDH counter: inhibits Leuconostoc G6PDH, flagging false hits in G6PDH-based assays. Purified L. mesenteroides G6PDH, diaphorase/resazurin coupled fluorescence, 45 min. inhibition, % at 5 µM. 200,000 tested, 0.12% active; in the data active means inhibition above about 50%
Hsp70 act: transcriptional activators of Hsp70. HeLa Hsp70 promoter luciferase reporter, luminescence; scaled: vehicle 0, proteasome-inhibitor control 100%. activation, % at 10 µM. 200,000 tested, 0.04% active. AID 1203;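 active means activation above the mean across all tested compounds plus 3 SD, cutoff set per campaign, cut at about 5.5% in these data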;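 further: 100% = MG132 at 30 µM as the positive control and 0% = DMSO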
STAT1 activator: STAT1 signaling activation. 200,000 tested, 2.6% active. AID 932. activation (% of control), % at 5.5 µM. NIH 3T3 STAT1-luciferase reporter, IFN-gamma, luminescence; 100% = IFN-gamma alone, no compound;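 active means activation above the screen-wide mean activation plus 3 SD, cut at about 130% in these data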;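 further: raw ratio to IFN-gamma control signal so 100% means no change and 0% no light; values of inactives mirror those of a sister screen read the other way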
NF-kB neuron act: raises NF-kB expression in human neuronal cells | fold change at 12.5 µM | AID 1239 | NF-kB reporter expression; hits give high values | 190,000 tested, 1.6% active; in the data active means fold change above about 3.3
APP 5UTR inh: APP translation inhibition. SH-SY5Y APP 5'UTR-luciferase reporter, luminescence. inhibition, % at 2 µM. 190,000 tested, 0.82% active. AID 1285;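 active means inhibition above a set limit, derived from the sample mean plus 3 SD, cut at about 45% in these data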; further: values of inactives mirror those of a sister screen read the other way
FLuc act counter: firefly luciferase counter-screen for stimulation assays | activation factor at 10 µM | ATPlite luciferase biochemical, luminescence, 10 min; 0 = ATP-free wells, 1 = DMSO control | 200,000 tested, under 10 active | P08659;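 active means luciferase activation factor, scaled between plate controls, of at least 2 with compound at 10 µM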
Target sequence (P08659 whole entry, looked up): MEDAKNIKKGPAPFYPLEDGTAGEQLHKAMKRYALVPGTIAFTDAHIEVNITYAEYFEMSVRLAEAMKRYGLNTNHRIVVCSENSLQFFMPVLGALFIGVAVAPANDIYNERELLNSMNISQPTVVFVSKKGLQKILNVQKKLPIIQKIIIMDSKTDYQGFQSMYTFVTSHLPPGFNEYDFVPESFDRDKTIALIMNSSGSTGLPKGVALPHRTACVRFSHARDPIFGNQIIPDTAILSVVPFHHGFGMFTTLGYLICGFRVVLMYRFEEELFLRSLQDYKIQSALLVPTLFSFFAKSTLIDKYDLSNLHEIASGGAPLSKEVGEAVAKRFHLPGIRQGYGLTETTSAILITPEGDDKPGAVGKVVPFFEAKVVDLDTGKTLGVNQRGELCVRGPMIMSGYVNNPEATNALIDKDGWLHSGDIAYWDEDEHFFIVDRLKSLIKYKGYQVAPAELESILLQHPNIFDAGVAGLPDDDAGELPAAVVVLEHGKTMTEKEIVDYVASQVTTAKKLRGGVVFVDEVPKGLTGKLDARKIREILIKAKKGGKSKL
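assay system = Luciferase/luciferin detection reagent, cell-free biochemical luciferase assay | also added = ATP substrate | times = 10 min post-reagent at room temperature | measured by = luminescence from luciferase reaction | measure = luciferase activation, seen as luminescence increase over controls | benchmarks = low control with PBS replacing ATP, high control enzyme plus ATP without compound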
Efa HMGR inh: blocks class II HMG-CoA reductase of Enterococcus faecalis. AID 1066. purified E. faecalis HMGR, NADPH absorbance 340 nm kinetic. inhibition, % at 10 µM. 190,000 tested, 0.41% active;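 active means inhibition above a set limit, the median over all tested compounds plus 3 SD, cut at about 9.5% in these data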;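 further: enzyme runs in reverse so mevalonate oxidation gives rising NADPH absorbance; 0% = complete reaction with DMSO and 100% = background rate lacking mevalonate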
FLuc inh counter: inhibits firefly luciferase, flagging false hits in luciferase inhibition screens | P08659 | ATPLite firefly luciferase biochemical luminescence, 10 min | inhibition, % at 10 µM | 200,000 tested, 1.5% active;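 active means inhibition above about 50% when tested at 10 µM, limit read from the data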
An asterisk follows results filed as active; · = not tested or not shown.

SMILES	APP 5'UTR act	DTT redox prof	G6PDH counter	Hsp70 act	STAT1 activator	NF-kB neuron act	APP 5UTR inh	FLuc act counter	Efa HMGR inh	FLuc inh counter
O=C(CN1CCCC1)N1c2ccccc2C=Cc2ccccc21	8	0.3	14	-0.3	99	1.2	-8	1.1	-4	-10
Clc1cccc(CN2CCN(Cc3nc(CCc4ccccc4)no3)CC2)c1	-4	-1.7	13	-0.2	90	1.1	4	1.1	-2	-6
CCCCNC(=O)CC1S/C(=N/N=C/c2ccc(OC)cc2)NC1=O (centres undefined)	0	-1.0	5	-0.3	107	1.3	0	1	-2	-4
O=C(NCc1ccco1)C1CCN(c2ccc(N3CCOCC3)nn2)CC1	15	-0.2	2	-0.1	104	1.1	-15	1	0	3
COc1cccc(N2CCN(c3cnc4ccccc4n3)CC2)c1	41	-0.1	-5	-0.3	134*	1.1	-41	1	-7	5
COc1cc(Cl)cc(C#N)c1OCC(=O)O	13	7.6	7	-0.1	100	0.98	-13	1.1	4	-6
O=C(NC(NC1CCS(=O)(=O)C1)C(=O)c1cccs1)c1ccccc1 (centres undefined)	22	-3.0	-4	-0.5	93	0.99	-22	1.1	-2	-6
C/C(=C\c1ccco1)CN1CCC(N2CCC(C(=O)N3CCOCC3)CC2)CC1	0	-0.9	5	-0.1	94	0.94	0	1.1	2	-6
Cc1ccc(N2C(=O)c3ccc(N)cc3C2=O)cc1	29	-0.8	0	2.4	149*	3.5*	-29	0.7	-2	26
Cc1onc(-c2c(Cl)cccc2Cl)c1C(=O)N1CCc2ccccc2C1	0	1.5	4	0.0	96	0.93	0	1	1	1
Cc1nc2c(C(=O)NCc3cccs3)cnn2c(C)c1Cc1ccc(F)cc1	0	-0.8	-21	-0.3	91	1.8	0	1.1	1	-9
O=C(NCCCn1ccnc1)/C(=C\c1cccs1)NC(=O)c1cccs1	10	-0.3	-1	0.4	96	1.2	-10	1	-3	-4
O=[N+]([O-])c1cccc(-c2c[n+]3c(n2-c2ccccc2)SCC3)c1	-13	0.0	-4	-0.2	100	1	13	1	2	-4
Cc1ccc(C(=O)Nc2ccc(C)c(S(=O)(=O)Nc3ccccc3Cl)c2)s1	-5	-0.7	16	-0.4	99	0.78	5	1	-2	-3
CCCC(c1nnnn1CC(=O)OCC)N(Cc1cc2ccc(C)cc2[nH]c1=O)C1CCCC1 (centres undefined)	-12	3.6	-48	0.0	99	1.1	12	1.1	1	-9
O=C(N/N=C/c1ccc(Cl)cc1)c1cc(-c2cccnc2)nc2ccccc12	-45	0.0	-10	-0.4	107	1	44	0.9	-1	12
COc1cccc(C(=O)c2cc3ccc(O)cc3oc2=O)c1	16	0.5	-7	0.1	98	1.4	-16	1	2	0
COc1ccc(OCC(=O)N2CCN(c3cccc(C(F)(F)F)c3)CC2)cc1	-5	2.5	7	-0.1	103	1.2	5	1	-2	-4
COc1ccccc1OCC(=O)NNC(=O)c1c(-c2ccccc2Cl)noc1C	9	-0.2	4	0.2	97	1.1	-9	1	0	-3
NC(=O)c1cc(C(=O)c2ccc(Cl)cc2)c[nH]1	-14	-0.8	-1	-0.3	111	1.1	14	0.9	3	7
CC(C)N=C(NS(=O)(=O)c1ccccc1)C(Cl)(Cl)Cl	-12	0.3	17	-0.2	82	3	12	1	4	1
O=C(CCS(=O)(=O)c1ccccc1)Nc1nccs1	-23	-0.3	-3	-0.3	100	1.3	23	1.1	1	-5
O=C(c1cc(=O)c2ccccc2o1)N1CCN(c2cccc(Cl)c2)CC1	-18	-1.8	7	-0.1	101	0.95	18	1.1	-2	-6
CC(=O)N=C1SC2CS(=O)(=O)CC2N1c1ccc(-c2nc3ccc(C)cc3s2)cc1 (centres undefined)	106	1.7	-24	0.0	98	0.98	-106	1	-10	5
Cc1ccc(-c2nc(CN(C)Cc3cccc4cnccc34)c(C)o2)s1	-17	-1.5	17	-0.1	90	0.94	17	1.1	-3	-5

The final four records of the section before are carried over, then new ones follow.
SMILES	APP 5'UTR act	DTT redox prof	G6PDH counter	Hsp70 act	STAT1 activator	NF-kB neuron act	APP 5UTR inh	FLuc act counter	Efa HMGR inh	FLuc inh counter
O=C(CCS(=O)(=O)c1ccccc1)Nc1nccs1	-23	-0.3	-3	-0.3	100	1.3	23	1.1	1	-5
O=C(c1cc(=O)c2ccccc2o1)N1CCN(c2cccc(Cl)c2)CC1	-18	-1.8	7	-0.1	101	0.95	18	1.1	-2	-6
CC(=O)N=C1SC2CS(=O)(=O)CC2N1c1ccc(-c2nc3ccc(C)cc3s2)cc1 (centres undefined)	106	1.7	-24	0.0	98	0.98	-106	1	-10	5
Cc1ccc(-c2nc(CN(C)Cc3cccc4cnccc34)c(C)o2)s1	-17	-1.5	17	-0.1	90	0.94	17	1.1	-3	-5
O=C(O)Cc1csc(Nc2cccc(Cl)c2)n1	9	-0.3	-4	0.1	105	1.2	-9	1	-2	-3
O=c1nc(N/N=C/c2ccco2)cn[nH]1	-12	0.0	-2	-0.1	100	1.2	12	1.1	3	-5
COc1ccc(CC(=O)Nc2cccc(-c3ccc4nnc(C)n4n3)c2)cc1OC	15	-0.3	12	-0.3	80	0.69	-15	1.1	2	-7
Cc1cccc(N=C2NC(=O)/C(=C3/C(=O)N(C)c4ccccc43)S2)c1C	-9	2.2	2	0.0	102	1.1	9	1	-2	-5
CCOC(=O)C1=C(c2ccccc2)OC(N)=C(C#N)C1c1ccc(Cl)s1 (centres undefined)	7	2.5	11	0.5	91	1.3	-7	1	-4	-4
COc1ccc(-c2[nH]ncc2CN(C)CCCN2CCOCC2)cc1F	-12	0.6	14	0.2	94	0.97	12	1	-4	-1
CCc1ccccc1NC(=O)c1cccc(NC(=O)/C=C/c2ccco2)c1	-7	0.3	2	0.7	116	1.1	7	0.6	0	35
CCOc1cc(S(=O)(=O)n2ccnc2)ccc1Br	-1	0.3	8	-0.1	110	1	1	1	-4	-1
Cc1ncoc1C(=O)N1CCCC(C(=O)c2ccc(Oc3ccccc3)cc2)C1 (centres undefined)	-13	-1.5	16	0.3	95	1.1	13	1	0	-2
CC(NC(=O)COC(=O)Cc1ccccc1[N+](=O)[O-])c1ccccc1 (centres undefined)	6	·	4	-0.1	100	1.4	-6	1	1	-4
CCC(C)c1ccc(NC(=S)NCCn2cc(Cl)cn2)cc1 (centres undefined)	15	0.8	7	0.5	107	1.1	-15	1	4	-1
CCC(C)/C(C)=N/NC(=O)c1ccc(CSc2nc3ccccc3s2)cc1 (centres undefined)	46	0.1	-2	-0.3	130*	1.3	-46	1	-9	-3
O=C(c1ccc(-n2cccc2)cc1)N1CCOCC1	·	0.1	-2	-0.5	101	1.4	·	1	-2	-4
COc1ccc(-c2nnc(NC(=O)c3cc(Cl)ccc3Cl)o2)cc1	1	-2.6	0	-0.5	96	1.1	-1	1	4	-3
COc1ccccc1NC(=O)CSc1nnnn1Cc1ccccc1	15	4.4	3	-0.2	97	0.98	-15	1.1	3	-8
CCOC(=O)N1CCN(C(=O)Cc2ccc(C)cc2)CC1	-9	2.1	-7	-0.1	97	1.2	9	1	3	-5
COCCN1C(=O)C(O)=C(C(C)=O)C1c1ccc(OC)c(OC)c1 (centres undefined)	25	-0.2	5	-0.1	94	1.3	-25	1.1	2	-8
N/C(=N\OC(=O)COc1ccc2ccccc2c1)c1ccccn1	58	1.8	8	0.4	121	2	-58	1	-5	1
Cc1ccc(CN(C)C(=O)CC2C(=O)NCCN2CC2CCCCC2)cc1 (centres undefined)	-2	-1.5	8	-0.4	105	1.2	2	1	-8	0
Cc1nc2sc3c(c2c2nc(-c4ccco4)nn12)CCCC3	-12	0.1	-31	0.2	93	0.54	12	1.1	-13	-6
COC(=O)Cc1c(C)[nH]n(-c2cc(Cl)cc(Cl)c2)c1=O	11	-2.0	11	-0.2	94	1.1	-11	1	3	-4
CC(=O)N1CCN(c2ccc(NCc3ccc(C)s3)cc2)CC1	·	-2.0	4	-0.1	104	1.1	·	1	-2	2
Cc1ccc2[nH]c(=O)c(CN(Cc3ccco3)C(=O)c3cccs3)cc2c1	-7	-0.1	2	-0.2	91	1.3	7	1	2	1
O=C(Nc1ccc2c(c1)OCCO2)NC1CCCCC1	138*	2.6	-6	0.2	129*	5.2*	-138	0.3	-1	71*
Cc1ccccc1OCCn1cc(/C(N)=N/O)c2ccccc21	·	-0.6	-5	-0.5	87	1.3	·	1.1	-8	-7
(cont.)
SMILES	APP 5'UTR act	DTT redox prof	G6PDH counter	Hsp70 act	STAT1 activator	NF-kB neuron act	APP 5UTR inh	FLuc act counter	Efa HMGR inh	FLuc inh counter
CCN(CC)c1ccc(C2C(C(=O)OCCOC)=C(C)NC3=C2C(=O)CCC3)cc1 (centres undefined)	13	-0.1	-5	-0.1	94	1.1	-13	1	-2	2
N#Cc1nc(-c2ccccc2F)oc1NC1CCCCC1	24	-3.4	0	0.4	99	1.3	-24	1	-5	0
O=C(O)CN1C(=O)SC(Nc2ccccc2C(=O)O)C1=O (centres undefined)	-3	0.3	2	-0.4	101	1	2	1	-2	-4
CC(C)CNC(=S)NC(=O)c1ccc([N+](=O)[O-])cc1	22	-4.5	0	0.0	88	1.4	-22	1	-2	-2
O=C1CC(Nc2ccc(N3CCOCC3)cc2)C(=O)N1c1cccc(C(F)(F)F)c1 (centres undefined)	-5	-1.1	4	0.8	96	1	5	1	-5	-2
Cn1c(N)c(C(=O)CN2CCc3ccccc3C2)c(=O)n(C)c1=O	-12	-0.3	9	0.0	101	0.98	12	1.1	-2	-7
O=C1c2ccccc2C2=Nc3ccccc3SC(c3ccccc3F)C12 (centres undefined)	0	-5.7	9	-0.2	96	0.62	0	1	4	2
COc1cccc2c(=O)n(CC(=O)N3CCCc4ccccc43)ccc12	-25	-0.1	6	-0.3	101	0.94	25	1	-5	-1
CCc1cccc2c(C(=O)C(F)(F)F)cn(CC(=O)NCC3CCCO3)c12 (centres undefined)	20	-0.3	14	0.1	102	0.96	-20	1	-2	1
Fc1ccc(Cn2cnc3ccccc32)cc1	-11	0.2	1	0.1	102	0.92	11	1	-3	-5
O=c1[nH][nH]c(C(F)(F)F)c1C=Nc1ccc(Cl)cc1	3	1.9	12	-0.1	98	1.5	-3	1.1	-4	-8
CCOc1ccc(NC(=O)CCS(=O)(=O)c2ccc3c(c2)CCCN3C(C)=O)cc1	14	-0.5	13	-0.1	99	0.96	-14	1	-4	0
O=C(O)c1c(-n2cccc2)sc2c1CCCC2	16	0.6	8	0.4	106	0.93	-16	1	5	-4
O=C(c1cccs1)N(Cc1ccco1)C1CCS(=O)(=O)C1 (centres undefined)	-2	1.8	2	-0.2	98	1.2	2	1	8	1
CN(C)c1ccc(/C=N/NC(=O)CNC(=O)c2ccco2)cc1	-6	-1.1	8	0.3	114	1	6	0.7	0	26
CC1CN(C(=O)c2cccc(S(=O)(=O)Nc3ccc(Cl)cc3)c2)CC(C)O1 (centres undefined)	14	-2.0	0	-0.4	100	1	-14	1.1	24*	-6
CSc1nc(N2CCOCC2)c2c(c1C#N)CC(C)(C)OC2	3	-0.1	9	-0.1	98	1.1	-3	1.1	-2	-9
COC(=O)CC1=C(C(=O)OC)C(c2cc(OC)c(OC)cc2OC)C(C#N)=C(N)O1 (centres undefined)	5	2.1	8	0.2	100	1	-6	1.1	-9	-9
CCCNC(=S)Nc1ccc(CC(=O)OC)cc1	7	0.0	-5	-0.3	90	1.2	-7	1	-4	0
